# From PubChem BioAssay
# phage Ecoli inh – E. coli growth loss with phage present; growth absorbance; inhibition, % at 11.9 µM; actives 0.26% (n = 360,000); in the data active = inhibition above about 11%
# CAL PDZ FP-1 – blocks peptide binding to human CAL PDZ domain; actives 0.02% (n = 330,000); inhibition, % at 20 µM; purified CAL PDZ, TMR-peptide fluorescence polarization, 1 h; AID 504414;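 active = highest replicate inhibition of at least 40%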;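 also: plate controls were DMSO neutral control wells for no effect and unlabeled competitor peptide control wells for full effect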
#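 material = purified tagged CAL PDZ domain construct (CerCALP) | buffer or medium = sodium phosphate/NaCl buffer pH 7.4 with TCEP, IgG, Thesit | reagent = TMR-labelled reporter peptide T*-PRC34 bound in PDZ groove | incubation = 1 h room-temperature incubation prior to read | measured by = fluorescence polarization (mP) | evaluation = percent inhibition from loss of millipolarization | control set = unlabelled peptide and DMSO controls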
# AddAB inh – less growth of phage-infected E. coli with AddAB; E. coli expressing H. pylori AddAB, absorbance growth; inhibition, % at 11.9 µM; actives 0.29% (n = 330,000); AID 435030; in the data active = inhibition above about 12%;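 also: 0% = vehicle wells of infected cells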
# Wnt act – Wnt/beta-catenin pathway activation | Wnt/beta-catenin reporter cell assay, activator, plate reader | activation, % at 9.35 µM | actives 1.2% (n = 300,000); in the data active = activation above about 30%, passing the limit was not always enough;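 also: 0% = neutral control wells and 100% = positive control wells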
# MITF TRPM1 HTS – MITF TRPM1 promoter activation in melanoma cells; actives 0.75% (n = 300,000); SK-MEL-5 TRPM1-promoter luciferase, 24 h; % of positive control, neutral wells = 0; activation, % at 12.5 µM; AID 588334;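 active = mean activation of at least 80% with every replicate also reaching 80%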;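 also: 0% = neutral control wells and 100% = parthenolide positive control wells; values of inactives mirror those of a sister screen read the other way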
# CAL PDZ FP-2 – CAL PDZ (human) peptide binding inhibition. actives 0.92% (n = 300,000). AID 602252. Q9HD26. purified CAL PDZ, TMR-peptide fluorescence polarization, 1 h. inhibition, % at 24.9 µM;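 active = mean inhibition of at least 30% with at least half of replicates also reaching 30%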;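 also: 0% = DMSO neutral control and 100% = excess unlabeled competitor peptide PRC23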
# SR-BI DiI inh – blocks mouse SR-BI lipid uptake from DiI-HDL | actives 0.96% (n = 320,000) | ldlA[mSR-BI] CHO cells, DiI-HDL uptake fluorescence, 3 h | inhibition, % at 12.5 µM | AID 488896;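 active = mean replicate inhibition of at least 70% and a set share of replicates each scoring 70 or more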;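 also: 0% = median of neutral control wells and 100% = median of positive control wells; values of inactives mirror those of a sister screen read the other way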
# Target sequence (Q61009 whole entry, looked up): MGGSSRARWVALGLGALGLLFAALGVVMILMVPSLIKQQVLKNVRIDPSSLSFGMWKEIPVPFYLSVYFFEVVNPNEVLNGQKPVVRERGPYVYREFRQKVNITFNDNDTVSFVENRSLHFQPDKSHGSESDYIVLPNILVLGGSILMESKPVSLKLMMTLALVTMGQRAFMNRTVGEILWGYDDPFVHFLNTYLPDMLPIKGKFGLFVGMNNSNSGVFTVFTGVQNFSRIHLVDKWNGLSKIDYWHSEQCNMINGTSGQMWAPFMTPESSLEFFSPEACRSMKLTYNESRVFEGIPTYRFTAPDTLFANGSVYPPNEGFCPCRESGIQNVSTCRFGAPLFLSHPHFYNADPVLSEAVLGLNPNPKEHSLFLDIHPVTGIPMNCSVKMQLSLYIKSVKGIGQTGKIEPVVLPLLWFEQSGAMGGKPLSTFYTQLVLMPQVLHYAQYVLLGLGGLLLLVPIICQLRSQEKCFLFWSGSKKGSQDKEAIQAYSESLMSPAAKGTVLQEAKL
# Tat export inh – blocks Tat-dependent protein export in E. coli | E. coli MC4100 TorA-mCherry Tat export, fluorescence | inhibition, % at 10 µM | actives 0.036% (n = 340,000) | AID 488895;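 active = mean replicate inhibition at least 50% and at least half of replicates individually reaching 50%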;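 also: exported cargo escapes ClpAP degradation while cytoplasmic cargo is degraded and loses fluorescence; 0% = median of neutral control wells and 100% = median of NaSCN control wells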
# SR-BI DiI-HDL act – enhances SR-BI lipid uptake from DiI-HDL. CHO ldlA[mSR-BI] cells, DiI-HDL uptake fluorescence, 3 h; 100 = double the neutral-control signal. AID 504775. activation, % at 12.5 µM. actives 0.096% (n = 320,000);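 active = mean replicate activation of at least 60% and every replicate at or above 60%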;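 also: 0% = median plate neutral-control signal and 100% = twice that signal; values of inactives mirror those of a sister screen read the other way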
#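 System: LDL receptor-deficient CHO ldlA cells overexpressing murine SR-BI | Timing: 3 h uptake period with compound, 37 °C | Medium: HEPES-buffered (25 mM, pH 7.4) F12 plus 0.5% BSA | Dosing: Single-point compound dose | Signal: Bottom-read fluorescence, 550/595 nm | Read-out: Retained DiI signal reflecting DiI-HDL uptake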
# E coli growth – counter-screen for AddAB inhibitors: E. coli growth inhibition. E. coli V3065 growth, OD600 absorbance, 18 h. inhibition, % at 11.9 µM. actives 0.27% (n = 330,000);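 active = inhibition above the campaign's mean inhibition across all tested compounds plus 3 SD, cut at about 9.9% in these data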;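 also: uninfected addAB+ strain grown without phage in ampicillin broth; 0% = DMSO wells and 100% = ciprofloxacin 0.95 µg/ml wells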
# An asterisk follows results filed as active; . = no result given.
SMILES,phage Ecoli inh,CAL PDZ FP-1,AddAB inh,Wnt act,MITF TRPM1 HTS,CAL PDZ FP-2,SR-BI DiI inh,Tat export inh,SR-BI DiI-HDL act,E coli growth
O=C(N/N=C/c1cccnc1)c1cccc(Br)c1,-1.4,-0.4,.,1,.,20,3,-3,-3,.
CN(C)S(=O)(=O)c1ccc2oc(SCC(N)=O)nc2c1,3.5,-1.4,1.4,.,-11,0,-34,-4,34,2.3
COCCN(C(=O)Nc1ccccc1OC)c1nc2ccccc2s1,-0.2,-1.1,0.7,1,.,-5,32,9,-32,1.1
CC(NC(=O)c1cccc(C(F)(F)F)c1)C1CCCO1 (centres undefined),2.8,0.1,0.7,.,9,5,-31,-1,31,-0.9
Cc1cc(C(=O)CSc2nc(N)cc(=O)[nH]2)c(C)n1CC1CCCO1 (centres undefined),2.1,-0.2,-1.9,-5,7,-1,16,1,-16,-0.8
CN(c1c[nH]c(=O)[nH]c1=O)C1CCCCC1,5.0,-1.1,1.4,-1,-9,-1,-24,0,24,-0.2
O=C(COc1ccccc1)N(Cc1ccco1)C1CCS(=O)(=O)C1 (centres undefined),1.6,-0.7,2.1,-2,-2,-3,-10,8,10,-4.7
COc1cc([N+](=O)[O-])c(C(=O)N2CCOCC2)c([N+](=O)[O-])c1,1.2,0.7,0.6,8,-11,1,-7,-5,7,1.8
Cc1cc(=S)[nH]c2ccccc12,0.2,-0.9,2.6,.,-8,0,-16,2,16,-1.8
COc1ccccc1N1CCN(S(=O)(=O)CCNC(=O)Cc2ccc(F)cc2)CC1,2.4,-1.9,0.6,0,-3,-2,28,5,-28,0.7
Cc1ccc(S(=O)(=O)N2[C@@H](c3ccc(Cl)cc3)C(C(=O)O)=CC[C@H]2c2ccc(C(C)C)cc2)cc1,1.3,-0.5,2.0,-2,4,0,-22,17,22,-1.2
C[C@H](CO)N1C[C@H](C)[C@@H](CN(C)S(=O)(=O)c2ccccc2)Oc2c(NC(=O)Cc3ccccc3)cccc2C1=O,0.9,0.0,4.4,-1,9,0,-20,5,20,2.5
COc1ccc(-c2nn(-c3ccccc3)cc2/C=N/NC(=O)c2cccc(S(=O)(=O)Nc3ccccc3OC)c2)cc1,1.8,-1.4,3.0,.,33,0,48,-7,-48,-1.6
CC(C)c1c(O)nc(SCc2ccc(F)cc2)[nH]c1=O,1.5,-0.6,1.5,-3,.,-9,-14,-5,14,2.8
O=S(=O)(Cc1cc(Sc2ccc(Cl)cc2)nc(-c2ccccc2)n1)c1ccccc1,3.7,1.0,1.9,.,-10,-2,7,2,-7,-0.5
Cc1cc(-c2nnc(-c3cc4ccccc4oc3=O)o2)c(C)n1-c1ccccc1,2.6,-1.7,-1.6,.,.,4,-4,-2,4,-2.6
COc1ccc(C2NC(=O)N(C)C(C)=C2[N+](=O)[O-])cc1 (centres undefined),2.4,-0.4,3.9,-2,.,6,-12,-1,12,0.6
O=C(CN1CCCC1)Nc1ccccc1Sc1ccccc1,-2.5,-0.7,-2.3,-2,10,-4,-8,-7,8,-1.0
COc1ccc(F)cc1S(=O)(=O)N1CCC(C(N)=O)CC1,2.7,-0.4,3.8,.,0,4,-2,-3,2,-0.8
Clc1ccc(CSc2nncn2-c2ccccn2)cc1,0.9,-0.8,2.8,.,11,-3,-7,-4,7,0.2
O=C(NCc1cccc(F)c1)c1cccc2c1C(=O)c1ccc(Cl)cc1S2(=O)=O,0.6,-0.5,4.4,1,-3,-3,25,9,-25,0.4
CC(C)C(=O)N1CCC2(CC1)Oc1ccc(F)cc1C(=O)C21CC(c2ccc(Cl)cc2)=NO1 (centres undefined),-0.5,0.1,1.6,-6,-4,-3,16,-1,-16,-2.2
CC(=O)c1ccc(S(=O)(=O)N2CCNC(=O)C2)cc1,-0.2,-2.3,-0.2,3,2,1,8,6,-8,-1.2
CN(C)S(=O)(=O)c1ccc2c(c1)nc1n2CCC1,4.1,0.8,-0.6,.,2,0,-17,10,17,-0.4
CSc1cccc(NC(=O)c2[nH]c(C)c(C(C)=O)c2C)c1,1.9,-3.3,1.7,19,133*,.,.,7,.,-0.6
# Next entries:
SMILES,phage Ecoli inh,CAL PDZ FP-1,AddAB inh,Wnt act,MITF TRPM1 HTS,CAL PDZ FP-2,SR-BI DiI inh,Tat export inh,SR-BI DiI-HDL act,E coli growth
Cc1cc(C(=O)O)ccc1-c1ccc(/C=C2\NC(=O)N(Cc3ccc(F)cc3)C2=O)o1,0.9,-2.2,4.4,0,-7,-2,.,-7,.,0.7
COc1cc(C(=O)OCC(=O)Nc2ccc3c(c2)OC(F)(F)O3)ccc1OCc1c(C)noc1C,3.3,-0.6,-0.9,-6,3,-3,-24,4,24,-2.5
Cc1ccc(S(=O)(=O)Nc2ccc3c(c2)CC(=O)N([C@H](C)CO)C[C@@H](C)[C@H](CN(C)Cc2ccc(-c4ccccc4)cc2)O3)cc1,.,0.0,0.4,.,0,-3,-10,23,10,-0.6
Cc1ccc([N+](=O)[O-])cc1NC(=O)CCCOc1ccccc1,0.7,-1.3,1.4,-7,0,.,33,-11,-33,1.1
COCCCNC(=O)c1ccc2c(c1)ncn2-c1ccccc1OC,0.3,0.4,3.0,.,-1,-3,18,-7,-18,0.6
CC(Oc1ccc2ccc(=O)oc2c1)C(=O)NCC1CCC(C(=O)O)CC1 (centres undefined),1.1,-0.2,1.9,4,0,-2,-3,3,3,-2.2
COc1cc(OC)c(OC)cc1CNC1CCCCCC1,2.9,-2.1,-0.9,.,-4,.,-9,-3,9,3.7
Cn1c(SCC(=O)NC2CCCCC2)nnc1-c1ccccc1F,1.7,-2.5,2.6,0,-15,-2,-4,-8,4,1.8
Clc1ccc(C2[C@H]3CN(CC4CCCCC4)[C@H](c4ccccc4)C34CC2(c2ccccc2)C4)cn1 (some centres undefined),2.7,0.2,3.2,-8,-8,0,-28,-3,28,3.8
CCN1CCN(C(=S)Nc2ccc(C(C)=O)cc2)CC1,2.7,-3.4,-0.8,-3,0,0,-16,-7,16,1.4
Cc1cccc(C(=O)Nc2ccccc2C(=O)Nc2ccc(C(=O)O)cc2)c1,3.7,-1.1,0.0,-1,.,.,13,-10,-13,0.1
COCCn1c(SCC(=O)N2CCCC2=O)nc2sc(C)c(C)c2c1=O,4.9,-3.3,-2.4,-4,1,-3,-9,5,9,-0.7
CN1CCC2(CC1)Nc1nc(SCc3ccc(Cl)cc3)nn1C1=C2CN(C)CC1,1.5,-1.8,1.8,-2,-53,3,.,1,.,-0.6
Cn1c(=O)c2c(nc(NCCNC(=O)c3ccco3)n2Cc2ccccc2F)n(C)c1=O,-0.1,-2.6,2.3,-3,0,-2,-15,-1,15,0.4
CN(C)c1nc2c(c(N)nn2-c2ccc(Cl)cc2)c(=O)o1,1.6,0.0,3.1,.,13,-1,-4,5,4,0.2
O=C(COc1ccc(Cl)cc1)N1CCN(c2ccc([N+](=O)[O-])c(N3CCCCC3)c2)CC1,-0.8,-1.6,1.0,-3,-4,-1,23,4,-23,-1.8
Cn1c(NN)nc2sc3c(c2c1=O)CCC3,0.1,0.3,-1.5,.,-2,-2,10,-4,-10,2.9
CC(Sc1nnc(C2CC2)n1N)C(=O)NC1CCCCC1C (centres undefined),-1.5,-0.1,3.2,3,-11,.,-12,-8,12,-2.6
CCOC(=O)C1CCN(C(=O)CN(Cc2ccccc2)S(C)(=O)=O)CC1,3.3,-0.8,-1.2,-8,2,4,27,-6,-27,0.9
Cc1nn(-c2ccccc2)c(C)c1/C=N/NC(=O)CSc1nc2ccccc2c(=O)n1-c1ccc(Br)cc1,1.7,-2.6,0.6,-1,7,2,74*,27,-74,-0.6
COc1ccccc1C(=O)N(Cc1nc(-c2ccc(Cl)cc2)no1)C(C)C,3.2,0.0,3.2,-3,-11,-5,17,7,-17,-1.2
CCOC(=O)N1CCN(C(=O)CSc2nc3c(c(=O)n2-c2ccccc2OC)SCC3)CC1,3.1,0.4,0.1,.,5,-3,23,2,-23,-0.9
CCS(=O)(=O)C1=NSC2=NC(=O)/C(=C\c3cc(C)n(-c4cccc(OC)c4)c3C)C(=N)N21,2.9,-2.6,2.3,-6,-1,-2,-19,-6,19,-1.9
CCCC(=O)Nc1ccccc1NC(C)=O,2.2,0.1,2.1,-3,14,-2,-7,-9,19,-1.8
Cc1cc(C)nc(NC(=O)C(C)C)n1,1.3,-0.7,1.4,.,-2,3,-8,-11,8,1.4
# Continued.
SMILES,phage Ecoli inh,CAL PDZ FP-1,AddAB inh,Wnt act,MITF TRPM1 HTS,CAL PDZ FP-2,SR-BI DiI inh,Tat export inh,SR-BI DiI-HDL act,E coli growth
Fc1ccc(-c2ccc(/C=N/n3cnnc3)o2)cc1,2.4,-0.2,2.8,0,4,-2,-2,5,2,0.8
O=C(CC(O)(c1ccccc1)C(F)(F)F)c1cccs1 (centres undefined),0.0,0.2,1.4,-2,-3,2,-12,16,12,-3.0
Cc1ccc(N2CC(c3nc4ccccc4[nH]3)CC2=O)c(C)c1 (centres undefined),2.4,-0.2,-1.1,1,-4,-2,-11,-2,11,-2.5
CCC(C)Nc1nc2c(c(=O)[nH]c(=O)n2C)n1CCCc1ccccc1 (centres undefined),-1.8,-19,2.5,0,2,-7,7,-5,-7,0.4
Cc1cc(C(C)(C)C)cc(S(=O)(=O)Nc2cccc(C(=O)O)c2)c1C,2.4,-2.0,2.5,1,-6,.,-13,-3,13,1.4
Cc1c(NC(=S)NC(=O)c2cc3ccccc3o2)c(=O)n(-c2ccccc2)n1C,1.2,-2.9,4.5,.,-6,-2,9,4,-9,0.3
Clc1ccc(Oc2nnnn2-c2ccccc2)cc1,2.6,-0.8,0.8,-1,13,-2,4,5,-4,-1.8
O=C(CN1CCC(n2nnc3cc(F)ccc32)CC1)NC1CC1,0.6,0.2,4.6,0,-4,0,-5,-12,5,1.9
O=C(Nc1ccccc1O)c1ccc(C(=O)c2ccccc2)o1,5.1,-3.3,7.3,8,.,0,-8,-4,8,2.8
CC(=O)Nc1nnc(SCC(=O)NCc2ccc3c(c2)OCO3)s1,3.1,-3.8,3.9,4,-13,-1,6,0,-6,0.6
COC(=O)c1ccc(N2C(=O)Nc3ccccc3N2O)cc1,2.8,-0.1,0.0,3,0,7,-15,0,15,1.3
Cc1ccccc1NC(=S)N1CCCC1,1.6,-1.8,3.4,.,12,1,-23,-1,23,-1.9
COc1ccc(-c2sc(NC(=O)c3ccc(C)cc3)nc2-c2ccc([N+](=O)[O-])cc2)cc1,4.0,-0.3,0.2,.,7,-1,90*,-1,-90,0.1
CCCCC(=O)NC(NC(=S)N1CCOCC1)C(Cl)(Cl)Cl (centres undefined),1.2,-2.5,0.9,.,-4,-3,-32,-5,32,-0.3

# An excerpt from above with just Wnt act and SR-BI DiI-HDL act.
compound,Wnt act,SR-BI DiI-HDL act
O=C(CC(O)(c1ccccc1)C(F)(F)F)c1cccs1 (centres undefined),-2,12
Cc1ccc(N2CC(c3nc4ccccc4[nH]3)CC2=O)c(C)c1 (centres undefined),1,11
